High-throughput results as filed in PubChem BioAssay.
miR-122 sensor – miR-122 Renilla sensor signal increase in Huh7, primary screen, miR-122 inhibitor project, cell-based, single point, plate reader | actives 0.3% (n = 340,000) | activation (reporter increase), % at 12.5 µM | Huh7 miR-122 Renilla luciferase sensor, 48 h; neutral wells = 0, positive control = 100 | AID 602342, 2012;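 active means mean replicate activation score at least 90 and every replicate individually at or above 90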;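 further: higher luciferase means less miR-122 activity so hits act as miR-122 inhibitors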
Cneo AK release – Cryptococcus neoformans cell lysis inducers, primary screen, AK release luminescence, single concentration; lysis activity, % at 15 µM; actives 0.2% (n = 360,000); C. neoformans lysis, adenylate kinase release luminescence, 4 h; normalised: neutral wells 0, clomiphene wells 100;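 active means mean lysis activity across replicates of at least 80%, whatever share of replicates individually reach that level; inactive means mean lysis activity below 80%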
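Test system: log-phase Cryptococcus neoformans yeast cells. Input: 5 × 10^6 yeast cells/mL. Medium: fresh YPD growth medium. Doses: single dose. Incubation: static 4 h at 37 °C with compound, 1 h detection. Measured by: luminescent adenylate kinase detection reagent. Read-out: signal increase indicating cell lysis. Benchmarks: Clomiphene.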
PAX8 reporter – inhibitors of PAX8-driven TPO luciferase reporter, primary screen, RMG-I cells, single concentration; SteadyGlo, 24 h; inhibition, % at 12.6 µM; actives 1.2% (n = 360,000);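 active means mean replicate inhibition at least 60% with every replicate also reaching 60%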;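 further: luciferase light reporting Pax8 driven TPO promoter activity; plate controls were median of neutral control wells for no effect and mitoxantrone controls for full effect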
Casp6 inh – human caspase-6 inhibitors, primary screen, biochemical, VEID-R110 fluorescence, single point, set 2; AID 686996, 2013; actives 0.53% (n = 350,000); inhibition, % at 12.5 µM; P55212; purified caspase-6, Z-VEID-R110 cleavage fluorescence;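 active means mean inhibition across replicates at least about 35%, with every replicate also reaching that limit, limit read from the data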;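 further: 0% = median of neutral control wells and 100% = no fluorescence left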
Target sequence (P55212 24-179 limits assumed): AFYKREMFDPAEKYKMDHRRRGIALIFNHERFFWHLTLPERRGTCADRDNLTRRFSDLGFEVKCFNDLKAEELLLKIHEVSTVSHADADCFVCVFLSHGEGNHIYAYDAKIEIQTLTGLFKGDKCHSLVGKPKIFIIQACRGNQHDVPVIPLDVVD
Target sequence (P55212 194-293 limits assumed): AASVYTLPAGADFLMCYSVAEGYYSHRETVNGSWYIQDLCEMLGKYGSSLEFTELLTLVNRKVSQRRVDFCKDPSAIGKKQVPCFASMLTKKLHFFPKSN
EWS-Fli inh – EWS/Fli-driven NR0B1 reporter inhibitors, primary screen, A673 cells, NR0B1 luciferase, luminescence, MLPCN library; inhibition, % at 12.6 µM; actives 0.67% (n = 350,000); viability-normalised; AID 651661, 2012;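 active means mean inhibition of at least 50% after viability correction, with every replicate also passing that limit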;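 further: firefly luciferase signal divided by Alamar Blue viability fluorescence both relative to DMSO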
FN deposit inh – inhibitors of fibronectin matrix deposition, primary screen, AH1F cells, Alexa488-fibronectin fluorescence, plate reader. AH1F fibroblasts, overnight. inhibition, % at 12.6 µM. actives 0.086% (n = 350,000);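 active means mean inhibition across replicates of 30% or more, regardless of how many single replicates reach that level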;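 further: positive control wells lacked labelled fibronectin entirely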
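Assay system: AH1F fibroblast monolayer, labelled fibronectin deposition. Amount: 10000 cells per well. Also added: labelled fibronectin 24 nM. Compound: single-point pinned compound. Incubation: cell attachment 1 h, compound and FN exposure overnight. Detection: fluorescence after three HBSS washes, excitation 485 nm, emission 525 nm. Read-out: inhibition of fibronectin deposition signal.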
LGR2 inh – inhibitors of bursicon-induced LGR2 CRE-luciferase signal, primary screen, cell-based, HEK293, CRE-luciferase reporter, bursicon stimulation | bursicon-stimulated, 4 h | inhibition, % at 9.99 µM | actives 0.35% (n = 380,000);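 active means drop in luminescence signal, shown as inhibition above about 50% in the replicate tests, limit read from the data, passing the limit was not always enough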;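 further: agonist challenge used bursicon conditioned medium at about half maximal strength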
PGC1a acetyl inh – inhibitors of PGC1a acetylation signal, primary screen, cell-based, U2OS, AlphaScreen, inhibitor mode; AlphaScreen anti-acetyl-lysine; with virally co-expressed GCN5 acetyltransferase; AID 651687, 2012; actives 0.17% (n = 350,000); inhibition, % at 15.6 µM;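 active means every replicate shows inhibition of at least 40%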;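 further: 0% = neutral control wells and 100% = positive control wells; some results beyond the cut were filed as inactive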
The depositor's hits bear a star; / = no result given; [ ] = another dose, or the depositor's remark. Outcome played no part in choosing rows. Share with any hit: about 2.5%.

SMILES	miR-122 sensor	Cneo AK release	PAX8 reporter	Casp6 inh	EWS-Fli inh	FN deposit inh	LGR2 inh	PGC1a acetyl inh
N#C[C@H]1[C@@H](c2ccccc2-c2ccc(F)cc2)[C@H](CO)N1c1ncc(-c2ccccc2)s1	/	/	-6	1	1	-1	8	4
COc1cccc(/C=C2\SC(=S)N(CCCC(=O)N3CCOCC3)C2=O)c1	-22	-1	47	-2	-16	9	-27	/
Cc1ccc(-c2nc(CN3CCCCC3CCN3CCCC3=O)c(C)o2)o1 (stereo unspecified)	3	-2	11	-1	1	4	-3	1
Cc1cc(=O)oc2c1c(C)nn2-c1cccc(Cl)c1	-1	2	4	1	-2	-11	5	0
S=C(Nc1ccc2nsnc2c1)N1CCCCCC1	/	/	-54	56*	-139	/	-130	0
COc1c(Cl)cc(-c2noc(C)c2C(=O)NCCc2ccc(C)cc2)cc1Cl	-5	0	-14	0	0	0	-2	-7
Cc1ccc(S(=O)(=O)N(CC(=O)NCC2CCCO2)c2cccc([N+](=O)[O-])c2)cc1 (stereo unspecified)	0	/	11	3	1	4	-7	-31
C[C@@H]1CCCCO[C@@H](CN(C)C)[C@H](C)CN([C@H](C)CO)C(=O)c2cc(NC(=O)CCC(F)(F)F)ccc2O1	7[16.7 µM]	-1	7	-1	-5	/	-18	-27
COc1ccccc1C(=O)Oc1ccccc1C(=O)Nc1ccccc1	5	21	-49	-1	0	3	/	/
CN1C(=O)c2cc(NC(=O)c3ccccc3)ccc2OC[C@H]2O[C@@H](CC(=O)NC3CCCC3)CC[C@@H]21	7[16.7 µM]	-2	-12	-3	-6	2	-8	-5
CCOC(=O)C1=C(CN2CCOCC2)NC(=O)NC1c1cccc([N+](=O)[O-])c1 (stereo unspecified)	2	1	6	-1	-11	-10	1	3
CCn1c(SCC(=O)NNC(=O)c2ccco2)nnc1-c1ccco1	1	-1	28	0	0	2	27	4
Cn1c(=O)c2ncn(CC(=O)NCCOc3ccccc3)c2n(C)c1=O	3	3	-11	/	/	-4	/	/
Cc1ccoc1C(=O)N1CCCC(CCC(=O)N2CCN(c3ccccn3)CC2)C1 (stereo unspecified)	5	-2	3	-3	3	/	-4	6
COc1cc(CCC(=O)N2CCN(c3ccccc3Cl)CC2)cc(OC)c1OC	6	-1	13	-6	7	1	1	-4
COCCCNC(=S)N/N=C/c1ccc2c(c1)OCO2	15	1	3	-4	1	6	-4	3
COc1ccc(C(=O)NCC(=O)OCC(=O)NCc2cccs2)cc1	-12	/	3	-1	-5	6	-7	/
O=S(=O)(c1ccc(NCC2CCCCC2)nc1)N1CCOCC1	4	1	3	/	/	0	/	-9
CO[C@H]1CN(C)C(=O)c2cc(NS(=O)(=O)c3ccccc3)ccc2OC[C@@H](C)NC[C@H]1C	/	-3	-22	0	-2	7	12	4
O=C(C1CCOCC1)N1CC(=O)N2[C@@H](CO)[C@H](c3ccc(C4=CCCC4)cc3)[C@@H]2C1	/	/	-7	1	-7	/	23	7
CC(C)(C)c1ccc(C(=O)Cn2nc(C(=O)O)c3ccccc3c2=O)cc1	-2	/	-7	-2	-2	4	-6	11
Cc1ccc(O)c(C(=O)c2cnn(C(=O)c3cccc(S(=O)(=O)N(C)C)c3)c2)c1	/	1	-7	-1	-4	7	1	/
CCOC(=O)c1sc(NC(=O)CSc2nc(C)cc(-c3ccccc3)n2)c(C#N)c1C	3	1	/	/	/	3	/	-1
O=S(=O)(NC1C2CC3CC(C2)CC1C3)c1ccccc1 (stereo unspecified)	33	0	-14	3	-3	-6	20	-20

Given with bars between the fields: entries from further up
SMILES | miR-122 sensor | Cneo AK release | PAX8 reporter | Casp6 inh | EWS-Fli inh | FN deposit inh | LGR2 inh | PGC1a acetyl inh
COc1cc(CCC(=O)N2CCN(c3ccccc3Cl)CC2)cc(OC)c1OC | 6 | -1 | 13 | -6 | 7 | 1 | 1 | -4
COCCCNC(=S)N/N=C/c1ccc2c(c1)OCO2 | 15 | 1 | 3 | -4 | 1 | 6 | -4 | 3
COc1ccc(C(=O)NCC(=O)OCC(=O)NCc2cccs2)cc1 | -12 | / | 3 | -1 | -5 | 6 | -7 | /
O=S(=O)(c1ccc(NCC2CCCCC2)nc1)N1CCOCC1 | 4 | 1 | 3 | / | / | 0 | / | -9
CO[C@H]1CN(C)C(=O)c2cc(NS(=O)(=O)c3ccccc3)ccc2OC[C@@H](C)NC[C@H]1C | / | -3 | -22 | 0 | -2 | 7 | 12 | 4

(further entries)
SMILES	miR-122 sensor	Cneo AK release	PAX8 reporter	Casp6 inh	EWS-Fli inh	FN deposit inh	LGR2 inh	PGC1a acetyl inh
Cc1ccc(C(=O)Nc2nnc(S(=O)(=O)N3CCOCC3)s2)cc1	/	-3	-21	2	5	-4	-3	/
CCCNC(=O)C(Cc1ccc(F)cc1)NC(=O)c1ccccc1 (stereo unspecified)	6	-1	-20	-3	-1	1	-21	-3
Cc1c(O)c(CN2CCCC2)cc2c1oc(=O)c1ccccc12	-13	-1	-17	/	/	-1	/	-2
Cc1ccc(S(=O)(=O)NC(CC(C)C)C(=O)N2CCCC2)cc1 (stereo unspecified)	8	6	/	0	-3	2	-2	-9
CCC(=O)N(C)C[C@H]1Oc2cc(C#CC(C)(C)O)ccc2S(=O)(=O)N([C@H](C)CO)C[C@H]1C	8[16.7 µM]	1	/	0	-6	7	-4	-1
Cc1cccc(N(Cc2nnc3n2CCCCC3)C(=O)Nc2ccccc2)c1	-14	1	3	/	/	3	/	-8
N#CCCN1CCN(C2=NC(=O)/C(=C\c3cccs3)S2)CC1	/	/	-38	1	-7	-4	/	/
CCC(NC(=O)C1CCC1)c1ccccc1 (stereo unspecified)	4	-1	22	/	/	-3	/	1
CC1(C)C(=O)OC(c2c3ccccc3cc3ccccc23)C(C)(C)C1=O (stereo unspecified)	/	/	2	1	16	0	4	0
Cc1cc(C)nc(Nc2n[nH]c(C)n2)n1	/	/	-10	-4	1	5	7	/
Cc1nc2c3ccccc3nc(NNC(=O)CCC(=O)N3CCC(C)CC3)n2n1	-3	0	-10	-2	-10	-4	10	/
CCCNC(=O)[C@@H]1c2ccccc2C(=O)N(CC23CC4CC(CC(C4)C2)C3)[C@H]1c1ccc(CO)cc1	/	1	-3	1	0	/	/	/
O=C(Cc1c[nH]c2ccccc12)Nc1ccc(Nc2cccnc2)c(Br)c1	/	/	27	5	28	11	4	/
CCCN1C(=O)/C(=N\OCC(=O)NC23CC4CC(CC(C4)C2)C3)c2ccccc21	0	2	13	/	/	-6	-9	-1
Nc1nc(CN2CCN(Cc3ccc4c(c3)OCO4)CC2)nc(Nc2ccccc2)n1	-14	-1	6	/	/	2	/	-1
Cc1ccc(NC(=O)CS(=O)CC(=O)Nc2cnc3ccccc3c2)cc1Cl (stereo unspecified)	0	/	1	-3	-9	1	5	-9
Cc1cc(C)c(OCCCCN(C)Cc2ccccc2)c(C)c1	7	1	-8	-3	21	1	-11	-10
CCCS(=O)(=O)NC(=O)C1(C)CCCN(C(=O)C(C)(C)Oc2ccc(Cl)cc2)C1 (stereo unspecified)	2	-2	-10	8	4	5	-11	3
C[C@H](CO)N1C[C@H](C)[C@@H](CN(C)CC2CC2)Oc2c(NC(=O)C3CCOCC3)cccc2C1=O	24[16.7 µM]	-54	-7	-1	-7	/	-5	/
COc1ccc(NC(=O)CSc2nc3ccccc3n2-c2ccccc2)c([N+](=O)[O-])c1	/	/	-18	-5	12	-20	-14	/
CC(C)N(C(=O)CSc1nnc(Cc2ccc3c(c2)OCO3)n1C)C(C)C	/	/	-1	0	-5	0	3	-7
CC(C)Cn1c(N)c(C(=O)CSc2nncs2)c(=O)n(C)c1=O	/	0	4	-1	1	6	16	8
O=C(O)C[C@@H]1C[C@H]2c3cc(NC(=O)C4CCOCC4)ccc3O[C@H]2[C@@H](CO)O1	/	/	-9	1	/	7	2	-5
C[C@@H]1CN([C@@H](C)CO)C(=O)c2cc(NC(=O)C3CC3)ccc2O[C@H]1CN(C)C(=O)Nc1ccc2c(c1)OCO2	3[16.7 µM]	1	-5	-1	-3	/	0	/
COc1ccc(OC)c(CCNC(=O)c2ccc(CS(=O)Cc3cccc(Cl)c3)o2)c1 (stereo unspecified)	-4	-3	11	-1	-2	-11	1	4
CCc1c(C)[nH]c(C(=O)OCc2ccccc2)c1C	9	5	-113	-2	-62	15	-39	-14
COc1ccc(-c2ccc(C#N)c(SCC(=O)NC3CC3)n2)cc1OC	/	/	-4	0	-9	9	-17	/
COc1ccc(NC(=O)C2Cc3c(-c4ccccc4Oc4ccccc4)ccnc3O2)cc1OC (stereo unspecified)	-6	0	30	/	17	0	30	-4
COc1cc2c(-c3ccccc3)c(C)oc2cc1/C=N/NC(N)=S	/	6	24	-1	28	16	31	-10
C[C@H]1CN([C@@H](C)CO)C(=O)Cc2cc(NC(=O)Nc3ccc4c(c3)OCO4)ccc2O[C@@H]1CN(C)Cc1ccc2c(c1)OCO2	-1[16.7 µM]	0	-13	6	-14	/	10	6
S=C(Nc1ccc(Cl)cc1)NC1CCN(Cc2ccccc2)CC1	/	/	6	-5	9	5	4	/
CCOC(=O)c1cccc(-n2cccc2/C=C2\NC(=O)N(CC(=O)O)C2=O)c1	2	-2	-28	3	-2	-11	/	/
CC1CN(c2nc3c(c(=O)n(Cc4ccc(Cl)c(Cl)c4)c(=O)n3C)n2C)CC(C)O1 (stereo unspecified)	/	0	3	/	/	12	/	-1
CCCCC(=O)Nc1cnc(NC(=O)c2ccco2)cc1C	-2	-1	-41	-2	-69	-5	-32	6
COCCCn1c(-c2ccc(OC)cc2)nc2c1c(=O)[nH]c(=O)n2Cc1ccccc1	-4	1	12	-1	4	2	-4	5
C/C=C/c1ccc([C@H]2[C@@H](CO)N(C(=O)C3CCCC3)C23CN(S(C)(=O)=O)C3)cc1	/	/	/	-4	-8	-8	1	-1
CC(C)(C)C(=O)Nc1scc(-c2ccc(-c3ccccc3)cc2)c1C(=O)O	/	1	10	3	-2	4	-8	-10
CC1(C)C(=O)OC(c2cccn2-c2ccc([N+](=O)[O-])cc2)C2(CCCCC2)C1=O (stereo unspecified)	/	/	-94	1	-1	5	/	/
O=C(Nc1c(C(=O)N2CCOCC2)oc2ccccc12)c1ccccc1Cl	-8	3	-3	5	-12	0	1	0
CN(C(=O)COC(=O)c1cnc(Cl)c(Cl)c1)C1CCS(=O)(=O)C1 (stereo unspecified)	-1	2	12	7	-8	-6	-12	-13
CN(CC(=O)Nc1ccc(F)cc1)C(=O)Cn1cnc2ccc([N+](=O)[O-])cc2c1=O	-3	0	-6	3	1	7	9	2
O=C1N=C(N2CCCC2)S/C1=C\c1ccccc1	/	2	-25	/	/	5	/	-11
CC(=O)N(C)C[C@H]1Oc2cc(-c3cccnc3)ccc2S(=O)(=O)N([C@@H](C)CO)C[C@H]1C	-17[16.7 µM]	41	-14	-5	0	-1	-14	6
Cc1ccc(C(=O)OCC(=O)NCc2cc(C)c(O)c(C)c2)cc1S(=O)(=O)N1CCCCC1	-6	0	22	4	8	8	2	-1
